NALP3 yeast inh – inhibitors of NALP3 inflammasome in yeast; 330,000 tested, 0.39% active; inhibition, % at 10 µM; AID 2825; Yeast reconstituted NLRP3/ASC/caspase-1, beta-gal luminescence, 24 h;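 active = inhibition of 50% or more; inactive = inhibition below 50%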;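 also: plate controls were induced DMSO wells for no effect and uninduced yeast grown without galactose for full effect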
APJ agonist – agonists of human APJ apelin receptor; P35414; CHO-K1 APJ PathHunter beta-arrestin, luminescence; 0% DMSO wells, 100% apelin; activation, % at 20 µM; 330,000 tested, 0.11% active;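 active = activation more than six SD over the plate average, tested at 20 µM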;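 also: 0% = DMSO alone and 100% = apelin-13 at 10 nM; some results filed as inactive read as strong as hits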
Target sequence (P35414 whole entry, looked up): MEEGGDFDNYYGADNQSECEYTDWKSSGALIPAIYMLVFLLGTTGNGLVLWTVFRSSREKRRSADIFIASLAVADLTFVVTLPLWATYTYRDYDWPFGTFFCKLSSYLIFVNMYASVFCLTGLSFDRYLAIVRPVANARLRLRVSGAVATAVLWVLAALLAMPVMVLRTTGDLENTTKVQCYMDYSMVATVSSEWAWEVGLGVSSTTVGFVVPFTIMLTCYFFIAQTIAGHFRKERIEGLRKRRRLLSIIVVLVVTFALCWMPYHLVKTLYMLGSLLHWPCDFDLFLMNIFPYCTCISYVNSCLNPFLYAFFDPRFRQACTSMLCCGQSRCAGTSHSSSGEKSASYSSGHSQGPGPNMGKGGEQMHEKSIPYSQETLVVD
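Assay system: CHO-K1 cells stably expressing ProLink-tagged human APJ and arrestin–beta-gal acceptor. Compound dosing: 20 µM single point, 1% DMSO. Times: 16-18 h seeding, 90 min dark compound exposure, 60 min detection. Detection: beta-gal luminescence. Evaluation: APJ–arrestin association signal. Controls: negative DMSO alone, positive Apelin-13 at 10 nM.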
tim10-1 inh – tim10-1 yeast growth inhibition | inhibition, % at 20 µM | S. cerevisiae tim10-1 ts strain growth, BacTiter-Glo, 24 h | 330,000 tested, 2.2% active | AID 463190;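 active = inhibition of at least 40%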;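 also: mutant grown at 25 °C; 0% = DMSO wells with yeast and 100% = wells holding no yeast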
tim23-1 inh – tim23-1 yeast growth inhibition. S. cerevisiae tim23-1 growth, BacTiter-Glo luminescence, 24 h. inhibition, % at 20 µM. 330,000 tested, 1.3% active. AID 463212;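 active = growth inhibition of the mutant yeast at or above 50%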;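 also: temperature-sensitive mutant grown at 25 °C; plate controls were DMSO-treated mutant yeast for no effect and medium wells lacking yeast for full effect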
TIM10 inh – TIM10 yeast growth inhibition. S. cerevisiae TIM10 strain growth, BacTiter-Glo luminescence, 24 h. inhibition, % at 10 µM. 330,000 tested, 1.4% active. AID 463195;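 active = inhibition of 40% or more at the single tested concentration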;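 also: wild-type TIM10 isogenic control strain grown at permissive 25 °C; 0% = DMSO yeast wells and 100% = minimal medium wells without yeast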
APJ antagonist – blocks the human apelin receptor APJ; CHO-K1 APJ beta-arrestin complementation, luminescence; inhibition, % at 20 µM; 330,000 tested, 0.32% active; AID 2521;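 active = inhibition above about 40% at 20 µM, limit read from the data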;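 also: cells challenged with 10 nM apelin-13 agonist together with compound; plate controls were apelin-13 plus DMSO wells for no effect and DMSO wells lacking apelin-13 for full effect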
MPTP inh – permeability transition pore inhibition | isolated mouse mitochondria, Ca2+ swelling absorbance, 30 min | inhibition, % at 10 µM | 360,000 tested, 1.4% active | AID 602449;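 active = inhibition of 50% or more, scaled per plate between neutral and stimulator controls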;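 also: 0% = DMSO wells given calcium and 100% = 1 mM EGTA wells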
MIN6 prolif – inducers of beta-cell replication in MIN6 cells | 330,000 tested, 0.29% active | MIN6 cells proliferation, ATPlite luminescence, 48 h; cells starved in 0.2% serum; 100% = growth in 10% serum | proliferation, % at 10 µM;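 active = compounds whose signal lies at least 3.5 SD above the mean of all wells on their plate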;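 also: 0% = DMSO-treated cells in low-serum medium and 100% = 10% serum control; some compounds called inactive have numbers as strong as hits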
NR3A LBD binder – modulators (binders) of human NR3A ligand-binding domain | NR3A LBD differential scanning fluorimetry, Tm shift; 0% = protein alone, 100% = glycine-bound protein | Tm shift relative to glycine control, % at 25 µM | 340,000 tested, 2.5% active | AID 1259313;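 active = melting temperature shift of at least 10% of the positive control shift, at one fixed dose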
* hit, by the source's call; nt = not tested or not shown.

The first 3 compounds (preview)
SMILES | NALP3 yeast inh | APJ agonist | tim10-1 inh | tim23-1 inh | TIM10 inh | APJ antagonist | MPTP inh | MIN6 prolif | NR3A LBD binder
CCS(=O)(=O)N1Cc2ccccc2CC1C(=O)Nc1ccc(F)cc1 (centres undefined) | 5.4 | -2.8 | -3.5 | 17.6 | -10.8 | -4.0 | 0.3 | -4.0 | -0.9
O=C(CN1C(=O)CSC1=O)Nc1ccccc1N1CCOCC1 | 16.6 | -0.4 | 14.1 | 8.3 | -28.3 | 3.0 | 2.5 | -1.1 | 2.4
Cc1cnc(C(=O)OCC(=O)Nc2ccc(C)c(S(=O)(=O)N3CCCCCC3)c2)cn1 | 25.2 | 1.5 | 10.3 | 18.5 | 20.2 | -11.6 | 0.1 | -2.6 | -0.3

Main list, previewed entries included:
SMILES | NALP3 yeast inh | APJ agonist | tim10-1 inh | tim23-1 inh | TIM10 inh | APJ antagonist | MPTP inh | MIN6 prolif | NR3A LBD binder
CCS(=O)(=O)N1Cc2ccccc2CC1C(=O)Nc1ccc(F)cc1 (centres undefined) | 5.4 | -2.8 | -3.5 | 17.6 | -10.8 | -4.0 | 0.3 | -4.0 | -0.9
O=C(CN1C(=O)CSC1=O)Nc1ccccc1N1CCOCC1 | 16.6 | -0.4 | 14.1 | 8.3 | -28.3 | 3.0 | 2.5 | -1.1 | 2.4
Cc1cnc(C(=O)OCC(=O)Nc2ccc(C)c(S(=O)(=O)N3CCCCCC3)c2)cn1 | 25.2 | 1.5 | 10.3 | 18.5 | 20.2 | -11.6 | 0.1 | -2.6 | -0.3
COc1ccc(S(=O)(=O)n2nc(OC(=O)c3ccncc3)cc2N)cc1 | 11.3 | -3.6 | 22.9 | 13.4 | 16.2 | 11.2 | -1.1 | -2.1 | -0.2
Cc1ccc(N=CC=C2OC(C)(C)C(C)(C)O2)cc1 | 1.7 | -1.2 | 28.5 | 5.8 | 5.6 | -3.2 | 0.1 | -1.6 | -0.3
CCC(=O)c1ccc2ncccc2c1 | 10.3 | -4.1 | 7.7 | 10.5 | -6.9 | 14.1 | 0.2 | -1.4 | 1.0
CCc1cc2c(COC(=O)c3cccc(NS(C)(=O)=O)c3)cc(=O)oc2cc1O | 16.2 | 2.7 | -24.5 | -7.9 | 1.8 | -4.4 | 1.3 | -4.0 | 3.2
Cc1cc(SCC(=O)N(C)c2c(N)n(Cc3ccccc3)c(=O)[nH]c2=O)nc2ccccc12 | 18.4 | -3.8 | 18.6 | -10.6 | 3.0 | 1.5 | -1.5 | 1.6 | 0.3
O=C(O)c1ccccc1S(=O)CCO (centres undefined) | 3.3 | -2.4 | 12.3 | 13.3 | -1.5 | 9.1 | -3.7 | -2.7 | -3.3
CCc1ccc2nc(SCC(=O)N(CC)CC)c(C#N)cc2c1 | 20.5 | 2.7 | 13.6 | 31.1 | 2.4 | -15.7 | 0.8 | -0.4 | -1.7
Cc1nc2ccccc2c(=O)n1NC(=O)c1ccc(Cl)c([N+](=O)[O-])c1 | 14.2 | -0.3 | 5.1 | 24.5 | 3.2 | 16.3 | 0.0 | -6.7 | 0.5
COc1cccc(-n2c(CNc3ccc(F)cc3)nnc2SCC(N)=O)c1 | 7.4 | -3.4 | -15.9 | -8.1 | -13.6 | -1.1 | 0.5 | 2.8 | nt
O=C(Nc1ccc(Cl)cc1)Nc1ccc2c(c1)N1CCN=C1S2 | 19.0 | 5.3 | 19.6 | -8.3 | -3.7 | -19.4 | 92.8* | -5.4 | 13.6*
Nc1nccnc1C(=O)OCC(=O)NCCc1ccc(S(N)(=O)=O)cc1 | 12.9 | 1.2 | 0.7 | 12.2 | -8.0 | 0.5 | -0.1 | -0.6 | -2.0
CC(C)Cn1c(=O)c(C(=O)Nc2ccccc2S(N)(=O)=O)c(O)c2ccccc21 | 24.8 | -2.7 | 18.2 | 23.5 | 21.9 | -24.2 | -2.7 | -6.2 | -1.0
Cc1ccc(NC(=O)c2ccc3nc[nH]c3c2)c(O)c1 | 2.0 | -1.4 | 5.2 | -9.7 | 11.6 | 5.7 | 0.3 | -1.2 | 0.9
OCCN1CCN(c2nnc(-c3ccccc3)c3ccccc23)CC1 | -11.0 | -2.0 | -7.0 | -13.1 | 0.8 | -3.6 | -0.8 | -5.4 | 2.9
O=C1c2ccccc2CN1CCNS(=O)(=O)c1ccc(Cl)cc1 | 3.4 | 1.6 | 9.2 | 7.0 | -5.4 | -18.9 | -1.8 | -0.7 | -0.4
Cc1ccccc1CN1CCC(CNC(=O)Nc2ccc(F)cc2F)CC1 | 1.5 | -5.8 | -15.1 | 10.5 | 16.5 | -9.1 | 0.2 | 2.1 | 0.9
NC(=O)c1cc(C(=O)Cc2ccc(Cl)cc2)c[nH]1 | 11.3 | 0.0 | 18.7 | 16.6 | -5.3 | 12.7 | -0.4 | -2.2 | -0.1
Cc1ccc(C(=O)NC2c3ccccc3-c3ccccc32)cc1 | 14.8 | 0.9 | -8.0 | 4.8 | -17.7 | 9.2 | 0.8 | 0.0 | -6.0
O=C(O)CC(CCc1ccccc1)OC1OC(CO)C(O)C(O)C1O (centres undefined) | 16.9 | -2.7 | 9.2 | -15.4 | -17.6 | -20.0 | 4.2 | -1.1 | -1.9
CCOC(=O)Nc1ccc(S(=O)(=O)NCc2ccccc2)cc1 | 21.7 | 0.6 | -7.6 | 2.0 | -7.9 | 12.1 | 1.3 | -1.2 | -1.5
Cc1ccc2c(c1)CCCN2C(=O)c1ccco1 | 21.1 | -3.9 | 12.7 | 12.6 | 5.7 | -21.7 | 0.6 | 6.7 | -2.5
CCOc1ccc(N(CC(=O)Nc2ccc(CC)cc2)S(=O)(=O)c2c(C)[nH]c(=O)[nH]c2=O)cc1 | 14.6 | -1.6 | 5.8 | 3.7 | 7.3 | -12.5 | -0.2 | -2.8 | -5.7
Cc1c(NS(=O)(=O)c2cccc3nsnc23)c(=O)n(-c2ccccc2)n1C | 5.0 | 1.9 | 8.4 | 9.3 | -10.3 | 1.8 | -0.6 | 0.0 | -3.5
CCOc1ccc(C2C(C(=O)Nc3ccc(F)cc3)=C(C)Nc3nc(CCCO)nn32)cc1 (centres undefined) | 0.0 | -4.8 | -9.1 | 0.0 | 2.9 | 7.3 | -0.9 | -3.7 | -1.8
O=C(O)CSc1cc(C(=O)c2ccccc2O)cn2c(=O)c3c(-c4ccccc4)csc3nc12 | 5.4 | -5.2 | 13.0 | 23.3 | 13.6 | 13.9 | 16.7 | -5.3 | -1.0
CSc1ncc(Cl)c(C(=O)Nc2ccccc2[N+](=O)[O-])n1 | 25.1 | 1.6 | -23.3 | -4.6 | -24.7 | 4.4 | 3.4 | 2.6 | 0.1
CCOC(=O)c1oc2c(c1C)/C(=N/O)CCC2 | 8.7 | -4.6 | 2.6 | -7.5 | 8.8 | -2.3 | -0.3 | -0.2 | -1.4
CC(C)=C1C2CCC1C(C(=O)NCCc1ccccc1)C2C(=O)O (centres undefined) | 4.3 | -2.6 | 44.1* | 28.5 | 1.4 | 4.7 | 0.2 | 0.0 | 0.6
O=C(NCC1CCCO1)c1ccccc1NS(=O)(=O)c1cc([N+](=O)[O-])ccc1Cl (centres undefined) | 13.0 | -3.0 | 0.4 | 4.5 | 0.3 | -5.9 | 3.0 | -1.5 | -18.1
COC(=O)c1ccc(OC(=O)c2cnccn2)cc1 | 2.3 | -1.8 | -5.2 | 4.1 | -14.6 | -18.7 | 0.3 | 0.4 | -0.1
Cc1csc(NC(=O)CSc2nnc3c4ccccc4nc(C(C)(C)C)n23)n1 | 10.3 | -3.9 | 22.9 | 9.0 | -4.9 | 0.0 | 4.1 | -3.8 | -15.5
CC(C)c1ccc(N(CC(=O)NCCSCc2ccco2)S(C)(=O)=O)cc1 | 11.1 | -1.3 | 22.2 | 15.4 | -2.6 | -1.9 | 0.0 | -3.5 | 3.3
COc1ccc(OCc2nnc(SCC(=O)NCC3CCCO3)n2N)cc1 (centres undefined) | -2.4 | -2.1 | -2.6 | -5.6 | -8.8 | 2.3 | -1.7 | -3.3 | 0.3
CCOC(=O)c1c(NC(=O)CCN2C(=O)c3ccccc3C2=O)sc(C(=O)OC(C)C)c1C | 12.9 | -1.3 | -10.9 | 3.9 | 0.9 | 15.2 | 0.4 | -0.7 | -1.0
OCC1CCCCN1CCNCc1cn[nH]c1-c1cccc2ccccc12 (centres undefined) | -13.6 | 1.3 | -10.3 | 0.6 | -11.1 | -20.6 | -0.1 | -3.7 | -0.9
O=c1[nH][nH]c(=O)c2c(NS(=O)(=O)c3ccccc3)cccc12 | 16.9 | -4.5 | 36.6 | 22.0 | 9.8 | 2.7 | -2.8 | 0.0 | -2.1
CCc1ccccc1NC(=O)CCS(=O)(=O)c1ccc(C)cc1 | -6.4 | -4.7 | -3.1 | 15.5 | 12.5 | -0.2 | -1.2 | 0.5 | -2.7
CC1CC(C)CN(CCCn2c(=S)[nH]c3ccccc3c2=O)C1 (centres undefined) | 17.6 | -0.5 | -9.5 | -10.8 | -3.4 | 4.0 | -2.2 | 2.5 | -2.1
COc1cc(-c2nnc(NC(=O)CS(=O)(=O)c3ccc(F)cc3)o2)cc(OC)c1OC | 23.5 | -5.3 | 0.4 | 19.5 | -7.8 | 9.8 | -0.6 | -0.6 | 1.7
COc1ccc(CCNC(=O)COC(=O)CCC(=O)c2ccc(F)cc2)cc1OC | 15.5 | -3.5 | 5.8 | 4.9 | 2.9 | -6.0 | 0.0 | -0.6 | 0.2
Cc1cc(C)c(S(=O)(=O)O)c(C)n1 | -1.3 | 3.2 | 13.6 | 21.8 | -14.2 | -8.5 | -1.3 | -2.8 | 0.5
O=C(CCc1nnc(CCCCc2ccccc2)o1)NCc1cc(F)ccc1F | -15.5 | -2.0 | 25.7 | 7.6 | 10.1 | 2.4 | 3.2 | 5.2 | -5.6
CC1Cc2ccccc2N1Cc1nc2cc(Cl)ccc2c(=O)[nH]1 (centres undefined) | 21.3 | -1.7 | 14.2 | 18.1 | 2.6 | 12.4 | -0.5 | -1.9 | 3.4
CC(=O)Nc1cc([N+](=O)[O-])ccc1N1CCOCC1 | 4.9 | -2.7 | 7.2 | 1.3 | 4.1 | 16.4 | 0.1 | -2.0 | -2.9
COc1ccc(OC)c(NC(=O)CCn2c(=S)[nH]c3ccccc3c2=O)c1 | 5.7 | 0.5 | -14.8 | -13.5 | -4.5 | 13.8 | -0.7 | -2.8 | -0.5
COc1cc(C(=S)N2CCCC2)cc(OC)c1O | -2.4 | -4.8 | 13.5 | 3.3 | -1.2 | -4.0 | -1.1 | -2.9 | -2.3
CCc1nnc(NC(=O)c2ccncc2)s1 | 3.8 | 1.7 | 10.2 | 9.6 | -0.4 | 9.3 | 0.7 | -1.0 | 3.6
Cc1ccccc1OCc1ccc(C(=O)N2CCOCC2)o1 | 19.6 | -2.8 | -7.3 | 2.6 | 12.1 | 19.7 | 0.8 | -1.5 | -0.4
CN(C)c1ccc(Nc2ncnc3ccc(Br)cc23)cc1 | 41.3 | 3.4 | 26.2 | 32.1 | 5.1 | 4.9 | -0.9 | 1.5 | 2.2
COc1ccc(Sc2nc3ccccc3n3c(C(F)(F)F)nnc23)cc1 | -6.2 | 4.7 | 13.5 | -8.6 | 10.8 | 7.0 | 1.9 | 0.2 | -0.8
CCOC(=O)c1cc2cc(C)ccc2[nH]1 | 17.3 | 6.7 | 8.5 | -8.6 | 6.5 | 13.0 | 41.9 | 2.1 | 0.1
CC(CN(C)Cc1ccccc1)OC(=O)c1ccc2c(c1)OCCO2 (centres undefined) | 14.6 | -2.9 | -2.2 | 4.7 | 1.6 | -2.6 | -1.5 | -2.8 | -0.9
